# MsrA inhibitor: bovine MsrA enzyme inhibitors, primary screen, biochemical, absorbance, HTS; AID 651718, 2012; purified bovine MsrA, absorbance read-out; inhibition, % at 15.5 µM; 360,000 compounds, 0.75% hits; in the data active means inhibition above about 4.5%;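 further: 0% = vehicle wells with enzyme and 100% = reference inhibitor wells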
# MLLE-PAM2 inh: inhibitors of PABP1 MLLE–PAM2 peptide binding, primary screen, biochemical, fluorescence polarization, FITC-PAM2, GST-MLLE; Polyadenylate-binding protein 1 (Homo sapiens), P11940; inhibition, % at 20 µM; 360,000 compounds, 0.36% hits; AID 588489, 2011; in the data active means inhibition above about 35%, passing the limit was not always enough;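 further: plate controls were DMSO wells with GST-MLLE for no effect and wells lacking GST-MLLE protein for full effect; some results filed as inactive read as strong as hits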
# SKN-1 block: suppressors of acrylamide-induced Pgst-4::GFP reporter in worms, primary screen, SKN-1 inhibitor project, whole organism, uHTS, GFP/RFP fluorescence ratio, strain VP596; C. elegans VP596 Pgst-4::GFP/RFP ratio, 24 h; inhibition, % at 21.8 µM; 360,000 compounds, 0.49% hits;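 active means interference check ratio from 0.5 to 1.5 plus GFP to RFP signal ratio inhibition reaching or exceeding a fixed threshold, cut at about 30% in these data, passing the limit was not always enough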; further: some compounds called inactive have numbers as strong as hits
# NRP1-CendR mod: modulators of CendR peptide binding to NRP-1, primary screen, biochemical, fluorescence polarization, uHTS. Neuropilin-1 (Homo sapiens), O14786. FAM-RPARPAR peptide binding to NRP-1. inhibition, % at 25 µM. 360,000 compounds, 0.85% hits. AID 602438, 2012;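 active means inhibition or corrected inhibition above about 18%, plus a signal ratio from 0.5 to 1.5, limit read from the data, passing the limit was not always enough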; further: strong numbers were not always called active
# Tb MetRS inh: T. brucei MetRS inhibitors, primary screen, biochemical, luminescence. methionyl-tRNA synthetase (Trypanosoma brucei brucei). purified T. brucei MetRS, ATP depletion, Kinase-Glo luminescence. inhibition, % at 11.9 µM. 360,000 compounds, 0.4% hits. AID 624268, 2012;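 active means inhibition above a per-plate cutoff of the control wells' mean inhibition plus 3 SD, cut at about 5.5% in these data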;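 further: 0% = DMSO wells median and 100% = median of wells with control inhibitor compound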
#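 Test system – parasite MetRS enzyme · Reagent – substrates ATP, L-methionine and bulk Escherichia coli tRNA · Doses – 11.9 µM compound single dose, 0.9% DMSO · Times – 15 min enzyme-compound preincubation, 2 h reaction, 10 min detection, 25 °C · Signal – Kinase-Glo luminescence, ATP depletion format · Controls – DMSO-only wells as low control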
# MT1-MMP act inh: blockers of MT1-MMP proenzyme processing, primary screen, HT1080 RFP-PRO-GFP cells, GFP/RFP fluorescence; Matrix metalloproteinase-14 (Homo sapiens), P50281; GFP/RFP ratio fluorescence, overnight; percent of plate control window, DMSO zero; GFP/RFP ratio change, % at 20 µM; 360,000 compounds, 0.061% hits;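 active means GFP/RFP ratio change of at least 30% with cell ATP level not reduced by more than half and red fluorescence within 50% of control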; further: strong numbers were not always called active
#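 Test system: HT1080 RFP-PRO-GFP cells; Benchmarks: DMSO and RFP-L50D-GFP cell wells; Timing: cells overnight before dosing, compound overnight, 37 °C, 5% CO2; Compound: one 20 µM compound dose with 1% DMSO; Read-out: GFP/RFP fluorescence ratio.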
# bovine MsrA act: bovine MsrA enzyme activators, primary screen, biochemical, absorbance, HTS; Methionine sulfoxide reductase A (Bos taurus); purified bovine MsrA, absorbance read-out; activation, % at 10.6 µM; 360,000 compounds, 0.3% hits; AID 602163, 2012; in the data active means activation above about 7.5%;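 further: 0% = vehicle and 100% = reference activator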
# FAS TE block: FAS thioesterase domain inhibitors, primary screen, biochemical, fluorescence intensity, uHTS; recombinant FAS-TE, OMFH fluorogenic substrate, fluorescence endpoint; inhibition, % at 15 µM; 360,000 compounds, 0.67% hits; AID 602261, 2012;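 active means compounds whose normalised, plate-corrected inhibition of enzyme fluorescence in the single-dose primary screen is 50% or more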;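 further: 0% = DMSO with enzyme and 100% = substrate without enzyme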
# Target sequence (P49327 whole entry, looked up, the tested form may be a part): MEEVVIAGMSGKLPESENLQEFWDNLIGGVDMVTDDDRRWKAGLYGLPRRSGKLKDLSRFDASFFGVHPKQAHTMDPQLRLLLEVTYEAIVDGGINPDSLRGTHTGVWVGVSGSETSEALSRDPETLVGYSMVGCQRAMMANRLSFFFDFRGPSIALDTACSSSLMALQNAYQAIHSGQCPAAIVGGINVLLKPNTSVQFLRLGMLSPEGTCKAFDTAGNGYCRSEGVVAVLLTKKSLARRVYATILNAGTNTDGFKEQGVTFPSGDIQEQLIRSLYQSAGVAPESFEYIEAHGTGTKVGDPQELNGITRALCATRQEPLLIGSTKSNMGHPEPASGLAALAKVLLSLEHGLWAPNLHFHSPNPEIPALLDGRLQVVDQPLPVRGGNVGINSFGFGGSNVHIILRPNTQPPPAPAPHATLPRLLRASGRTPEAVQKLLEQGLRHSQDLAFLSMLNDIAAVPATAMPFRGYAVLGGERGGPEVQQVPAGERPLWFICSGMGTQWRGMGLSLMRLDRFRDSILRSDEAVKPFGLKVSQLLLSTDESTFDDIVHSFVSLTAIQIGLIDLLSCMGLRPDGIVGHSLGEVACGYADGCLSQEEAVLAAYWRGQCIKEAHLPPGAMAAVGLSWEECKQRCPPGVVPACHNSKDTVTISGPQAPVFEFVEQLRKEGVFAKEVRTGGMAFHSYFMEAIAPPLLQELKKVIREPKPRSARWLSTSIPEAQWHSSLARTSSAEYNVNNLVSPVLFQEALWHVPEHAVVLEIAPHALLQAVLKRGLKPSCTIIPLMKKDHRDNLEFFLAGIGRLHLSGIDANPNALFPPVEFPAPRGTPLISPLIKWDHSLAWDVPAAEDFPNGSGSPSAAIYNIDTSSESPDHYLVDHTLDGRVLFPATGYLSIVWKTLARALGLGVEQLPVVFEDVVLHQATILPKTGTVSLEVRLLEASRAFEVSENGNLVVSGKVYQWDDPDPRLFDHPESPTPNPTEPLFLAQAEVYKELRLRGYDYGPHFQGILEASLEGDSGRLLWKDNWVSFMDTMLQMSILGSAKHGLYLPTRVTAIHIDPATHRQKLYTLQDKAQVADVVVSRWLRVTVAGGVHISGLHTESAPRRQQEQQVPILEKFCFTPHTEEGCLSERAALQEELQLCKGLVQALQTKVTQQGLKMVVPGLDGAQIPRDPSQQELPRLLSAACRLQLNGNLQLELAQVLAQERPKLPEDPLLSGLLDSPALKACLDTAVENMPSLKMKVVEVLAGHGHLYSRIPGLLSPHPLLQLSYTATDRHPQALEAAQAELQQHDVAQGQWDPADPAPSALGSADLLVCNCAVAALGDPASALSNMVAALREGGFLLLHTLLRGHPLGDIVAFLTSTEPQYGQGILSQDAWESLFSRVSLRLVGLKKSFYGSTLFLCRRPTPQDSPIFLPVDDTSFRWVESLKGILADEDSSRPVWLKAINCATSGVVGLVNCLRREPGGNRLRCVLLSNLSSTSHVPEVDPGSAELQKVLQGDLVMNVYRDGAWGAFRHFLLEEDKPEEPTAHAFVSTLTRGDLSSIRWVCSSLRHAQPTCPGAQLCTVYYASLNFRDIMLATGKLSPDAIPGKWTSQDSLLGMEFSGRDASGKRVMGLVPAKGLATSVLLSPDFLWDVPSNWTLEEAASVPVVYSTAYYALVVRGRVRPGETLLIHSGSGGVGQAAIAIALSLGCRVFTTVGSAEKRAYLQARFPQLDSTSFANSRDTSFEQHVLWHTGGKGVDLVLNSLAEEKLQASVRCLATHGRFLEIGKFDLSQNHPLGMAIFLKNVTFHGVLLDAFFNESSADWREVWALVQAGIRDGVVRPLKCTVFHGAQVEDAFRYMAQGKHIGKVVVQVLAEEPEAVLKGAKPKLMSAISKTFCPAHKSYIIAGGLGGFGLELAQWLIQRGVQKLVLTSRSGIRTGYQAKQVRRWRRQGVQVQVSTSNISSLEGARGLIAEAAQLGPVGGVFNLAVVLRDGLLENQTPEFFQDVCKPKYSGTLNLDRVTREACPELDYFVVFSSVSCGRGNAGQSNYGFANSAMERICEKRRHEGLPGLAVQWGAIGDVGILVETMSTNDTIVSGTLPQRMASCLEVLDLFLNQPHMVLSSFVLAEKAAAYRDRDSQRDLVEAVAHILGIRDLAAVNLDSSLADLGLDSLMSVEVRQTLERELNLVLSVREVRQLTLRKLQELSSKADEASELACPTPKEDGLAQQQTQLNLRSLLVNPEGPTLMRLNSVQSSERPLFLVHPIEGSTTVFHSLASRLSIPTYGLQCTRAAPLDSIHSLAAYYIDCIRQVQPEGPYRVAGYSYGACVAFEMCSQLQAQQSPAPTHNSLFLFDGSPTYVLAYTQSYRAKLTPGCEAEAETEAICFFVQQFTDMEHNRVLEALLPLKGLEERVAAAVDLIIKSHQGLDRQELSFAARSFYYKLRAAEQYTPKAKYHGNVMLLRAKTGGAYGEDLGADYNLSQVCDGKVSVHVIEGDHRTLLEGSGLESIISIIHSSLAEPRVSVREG
# E coli Lon inh: inhibitors of E. coli Lon protease, primary screen, biochemical, fluorescence polarization | purified E. coli Lon protease | P0A9M0 | AID 602123, 2011 | inhibition, % at 7.94 µM | 360,000 compounds, 0.42% hits; in the data active means inhibition above about 13%, passing the limit was not always enough;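 further: 0% = enzyme with probe and DMSO and 100% = no enzyme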
# * = called active by the depositor; x = no result given.
SMILES,MsrA inhibitor,MLLE-PAM2 inh,SKN-1 block,NRP1-CendR mod,Tb MetRS inh,MT1-MMP act inh,bovine MsrA act,FAS TE block,E coli Lon inh
COc1cc(-c2cc(C(=O)Nc3cc(S(=O)(=O)N4CCOCC4)ccc3C)c3ccccc3n2)cc(OC)c1OC,-0.5,7,7,12,-0.6,8,-5,26,6
COc1cc(C(=O)OCC(=O)Nc2ccccc2)cc2c1OCCO2,0.6,-3,32,-6,0.1,-5,-6,-1,-10
O=c1c(Cl)c(N/N=C/c2ccc(Cl)cc2)cnn1-c1ccccc1,3.2,12,10,-1,-0.7,-4,-4,14,-17
O=C(CCC(=O)Nc1ccc(Br)cc1)N/N=C/c1ccccc1F,0.3,2,15,13,0.9,7,-1,2,-20
Cc1oc2cc(O)ccc2c(=O)c1N1C(=O)c2ccccc2C1=O,3.2,-7,7,-3,1.6,2,-5,-5,7
O=S1(=O)c2cccc3cccc(c23)N1CCBr,1.0,4,6,-4,-0.7,2,0,13,-7
OCCC1CN(Cc2cccc(C(F)(F)F)c2)CCN1Cc1ccccc1 (stereo unspecified),0.6,-1,13,3,0.2,1,-1,2,-8
CCOC(=O)C1=C(CSc2nncn2C)NC(=O)NC1c1cc(OCC)ccc1OCC (stereo unspecified),1.5,10,-4,-11,-0.9,-3,-2,-4,-2
CCCCC(=O)Nc1ccc(NC(=O)c2cnccn2)cn1,0.5,0,-5,-9,-0.3,2,-5,-10,6
CCCNS(=O)(=O)c1ccc(NC(=O)c2cccnc2)cc1,-0.9,-2,5,1,0.3,-4,-2,-9,10
C=CCn1c(=O)c2ccccc2n2c(SCC(=O)Nc3cc(C)on3)nnc12,2.1,-73,12,7,-1.7,1,-13,-4,-20
CCCCn1c(N)c(N(CCOC)C(=O)c2cc(S(=O)(=O)N3CCOCC3)ccc2Cl)c(=O)[nH]c1=O,0.2,10,1,4,-0.2,-4,0,-8,-15

# 5 entries from above, with two lines to a compound.
# Every second line gives: MsrA inhibitor | MLLE-PAM2 inh | SKN-1 block | NRP1-CendR mod | Tb MetRS inh | MT1-MMP act inh | bovine MsrA act | FAS TE block | E coli Lon inh
O=C(CCC(=O)Nc1ccc(Br)cc1)N/N=C/c1ccccc1F
 : 0.3 | 2 | 15 | 13 | 0.9 | 7 | -1 | 2 | -20
Cc1oc2cc(O)ccc2c(=O)c1N1C(=O)c2ccccc2C1=O
 : 3.2 | -7 | 7 | -3 | 1.6 | 2 | -5 | -5 | 7
O=S1(=O)c2cccc3cccc(c23)N1CCBr
 : 1.0 | 4 | 6 | -4 | -0.7 | 2 | 0 | 13 | -7
OCCC1CN(Cc2cccc(C(F)(F)F)c2)CCN1Cc1ccccc1 (stereo unspecified)
 : 0.6 | -1 | 13 | 3 | 0.2 | 1 | -1 | 2 | -8
CCOC(=O)C1=C(CSc2nncn2C)NC(=O)NC1c1cc(OCC)ccc1OCC (stereo unspecified)
 : 1.5 | 10 | -4 | -11 | -0.9 | -3 | -2 | -4 | -2

# (more compounds)
SMILES,MsrA inhibitor,MLLE-PAM2 inh,SKN-1 block,NRP1-CendR mod,Tb MetRS inh,MT1-MMP act inh,bovine MsrA act,FAS TE block,E coli Lon inh
O=C(CN1C(=O)CSc2ncccc21)Nc1ccccc1F,0.0,-1,-15,8,0.0,-3,-5,-6,-5
COc1ccc(-c2nnc(SCc3ccccc3)n2N)cc1,-0.7,-22,-29,-1,-0.8,1,-9,-8,-8
CSc1ccc(CN2CCC(Oc3ccc(C(=O)N4CCCC4)cc3)CC2)cc1,1.0,9,2,4,0.5,5,0,-7,-5
CC1CN(C(=O)c2ccccc2OCc2ccccc2Cl)CC(C)O1 (stereo unspecified),0.1,-11,-2,-5,-0.2,2,0,-1,-12
CC(C)(C)NC(=O)NC(=O)CSc1ncc(C(F)(F)F)cc1Cl,x,-24,-4,-6,-1.2,0,-8,11,5
N#Cc1ccc(S(=O)(=O)N2CCN(C(=O)[C@@H]3CCCN3C(=O)c3cccs3)CC2)cc1,-0.4,6,2,-9,0.0,-7,-4,2,-1
O=C(CN1C(=O)CSC1=O)c1ccccc1,-0.4,6,-6,1,-0.1,4,-1,-3,-10
Cn1c2c(c(=O)n(C)c1=O)C(NC(=O)c1cccs1)(C(F)(F)F)C(=O)N2 (stereo unspecified),-1.0,-3,12,4,0.6,0,-6,-12,-4
CCc1nnc(NC(=O)CN2CCN(c3cccc(OC)c3)CC2)s1,-1.2,-1,25,-2,-0.8,-3,-3,-2,2
CCOC(=O)[C@@H]1[C@H]2COc3ccccc3[C@H]2N2C(=O)N(c3ccc(Cl)cc3)C(=O)[C@@]12C,x,12,11,11,-0.1,-2,-4,48,-7
CNC(=O)/C(C#N)=C/c1c(N2CCN(C)CC2)nc2c(C)cccn2c1=O,0.5,9,-13,-8,-1.6,-4,-4,8,20
Cc1[nH]c2ccccc2c(=O)c1CN1CCCCCC1,-0.8,5,-24,-1,0.3,-6,-9,-7,2
COc1ccc(OC)c(Nc2ncnc3sc(-c4ccccc4)cc23)c1,1.7,-4,6,-23,-0.6,-1,-6,23,9
CCOc1ccc(N(CC(=O)Nc2ccccc2C)S(=O)(=O)c2c(C)noc2C)cc1,1.0,-9,7,6,-0.5,7,1,13,0
O=C(C1=C(O)C(=O)N(CC2CCCO2)C1c1ccccc1)c1ccco1 (stereo unspecified),1.7,2,8,1,0.0,1,-4,-2,3
O=C(Nc1ccn(-c2ccccc2)n1)c1ccc(Cl)cc1,0.2,17,9,-4,-1.3,-12,-7,17,5
Cc1ccc(C)c(NCc2n[nH]c(=S)n2-c2ccccc2)c1,-0.8,9,10,8,-1.6,0,-1,-7,-2
CC(=O)NC(=S)NNC(=O)C(c1ccccc1)c1ccccc1,1.3,5,-4,17,-0.1,6,1,-7,-3
CC1CCCN(S(=O)(=O)c2ccc(S(=O)(=O)N3CCC4(CC3)OCCO4)cc2)C1 (stereo unspecified),-1.4,7,-3,-10,-0.6,4,-2,-6,5
N=c1c(C(=O)NCc2ccc(F)cc2)cc2c(=O)n3ccccc3nc2n1Cc1ccco1,-0.2,-18,4,-31,0.4,-13,5,5,-9
COc1cc(NS(=O)(=O)c2ccc(-c3ccc(=O)[nH]n3)o2)cc(OC)c1OC,0.3,12,2,5,0.2,0,-2,-3,-3
CC(C)(Oc1ccc(Cl)cc1)C(=O)Nc1ccc(S(=O)(=O)Nc2ncccn2)cc1,0.2,-6,-2,11,-0.5,1,-2,-4,-7
COc1cccc(C(=O)NCCSCc2c(F)cccc2Cl)c1,0.4,-4,9,5,-0.2,2,0,11,3
O=C(O)C(Cc1c[nH]c2ccccc12)N1Cc2ccccc2C1=O (stereo unspecified),2.6,9,-1,2,0.5,6,-6,-4,-6
N#CC1=C(N)Oc2c(oc(CO)cc2=O)C1c1ccccc1[N+](=O)[O-] (stereo unspecified),0.9,-1,4,-9,-0.3,-4,1,-4,13
O=C(Nc1ccccc1N1CCN(C(=O)c2ccccc2)CC1)c1cc(Br)ccc1Cl,1.5,0,3,8,-1.8,-3,-9,27,2
COc1ccc(S(=O)(=O)NC(C)C(=O)Nc2ccc3c(c2)OCCO3)cc1OC (stereo unspecified),1.2,0,24,-3,-0.3,-4,-1,-3,5
CCCc1cc(=O)oc2cc(OCC(=O)NCCCn3ccnc3)ccc12,-0.4,-2,-10,2,-0.2,2,-1,-5,12
Cc1c(O)nc2ccccn2c1=O,0.4,10,2,-4,0.0,-3,-2,-6,-8
CC1CCN(C(=O)C2CCC(CNS(=O)(=O)c3ccc4c(c3)C(C)(C)C(=O)N4C)CC2)CC1 (stereo unspecified),-0.1,5,-9,-6,-0.2,8,-3,-1,-8
CC1CCN(C(=O)c2ccc(NS(=O)(=O)c3cccc4cccnc34)cc2)CC1,-0.7,-4,-3,-3,-0.5,3,-9,0,-6
CC(C(=O)Nc1ccc(S(=O)(=O)N2CCCC2)cc1)N1CCCC(C(N)=O)C1 (stereo unspecified),3.1,3,18,-6,-0.2,-3,-3,-7,1
CCCCC[C@@H]1CCCCC[C@H](O)C[C@H](O)[C@@H](O)/C=C/C(=O)O1,0.3,x,-10,2,-0.6,2,-4,-4,4
O=C(O)CSCC(=O)Nc1ccc(Br)c(C(F)(F)F)c1,-1.3,-12,11,-10,-1.1,1,-11,-6,2
O=[N+]([O-])c1ccccc1S(=O)(=O)NCc1ccco1,0.5,4,-13,4,-0.6,1,-3,-6,1
COC(=O)C1CSC2c3ccccc3C(=O)N12 (stereo unspecified),1.7,28,2,2,-0.3,-2,-4,-3,0
CC(NC(=O)C[n+]1cccc(Br)c1)c1ccccc1 (stereo unspecified),-0.4,1,-12,4,-0.6,-4,-5,-3,6
C/C(=N/N1CCN(c2ccccc2)CC1)c1cccc([N+](=O)[O-])c1,0.7,2,2,0,-1.5,-1,3,20,-4
O=C(O)CC(CC(=O)Nc1ccc(Oc2ccccc2)cc1)c1ccccc1 (stereo unspecified),1.4,-54,11,10,0.0,4,-2,-5,3
O=C(NCCNC(=O)Nc1ccc(Cl)cc1)Nc1ccc(Cl)cc1,-0.2,0,3,11,0.4,2,-2,-5,1
CCOC(=O)c1sc2nc(N3CCCC3)c3c(c2c1N)CC(C)(C)OC3,2.4,9,8,1,-2.4,5,-11,6,3
CCCOC(=O)c1ccc(N2C(=O)c3ccccc3C2=O)cc1,0.6,-9,8,0,-0.8,8,-3,-3,-1
CCC1CCCCN1CCCNC(=O)c1ccc(CS(=O)(=O)c2ccccc2C)o1 (stereo unspecified),0.0,0,12,18,-0.2,1,0,-5,5
COC(=O)CSc1nc(C)c(Oc2ccccc2)c(=O)[nH]1,-0.5,-7,-12,9,-0.3,4,-4,-4,3
O=C(Nc1ccc(Br)cc1Cl)N1CCOCC1,-1.4,2,-3,0,-0.2,-1,-6,-6,7
CC(C)(C)c1ccc(S(=O)(=O)O/N=C2/CCCCC2c2ccc([N+](=O)[O-])cc2[N+](=O)[O-])cc1 (stereo unspecified),0.6,5,-15,-1,0.0,6,-1,17,6
COc1ccc2occ(C(=O)c3ccccc3)c2c1,-0.2,5,11,0,-0.5,-3,-3,13,-4
Cc1[nH]c2ccc(Br)cc2c(=O)c1CN1CCOCC1,0.1,-4,-12,-2,35*,2,-12,-16,-4
O=c1[nH]c(=O)n(CCO)c2nnn(Cc3ccccc3)c12,0.6,10,-19,3,0.3,12,-2,-3,2
CCN(CC)S(=O)(=O)c1ccc(C)c(NC(=O)COC(=O)C=C(C)C)c1,0.8,-1,-1,1,-0.3,3,-1,-6,5
Cc1cccc2c(N=Nc3ccc(S(=O)(=O)Nc4cccc(Cl)c4)cc3[N+](=O)[O-])c(O)[nH]c12,-1.3,-16,13,3,-0.3,27,-1,20,2
COc1ccc([C@H]2C[C@H](O)[C@@H](n3cc(C4CC4)nn3)CN2C(=O)c2cccs2)cc1,-1.6,0,4,-1,0.5,0,-2,-9,5

# High-throughput results from PubChem BioAssay.
